PREPL inhibitor: inhibits the human prolyl oligopeptidase-like enzyme. Q4J6C6. recombinant PREPL, fluorescence polarization activity-based probe. inhibition, % at 5.96 µM. actives 0.68% (n = 320,000). AID 2751; in the data active means inhibition above about 43%;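 further: 0% = enzyme with DMSO and 100% = wells lacking enzyme; many of its hits are not listed in these tables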
Target sequence (Q4J6C6 whole entry, looked up): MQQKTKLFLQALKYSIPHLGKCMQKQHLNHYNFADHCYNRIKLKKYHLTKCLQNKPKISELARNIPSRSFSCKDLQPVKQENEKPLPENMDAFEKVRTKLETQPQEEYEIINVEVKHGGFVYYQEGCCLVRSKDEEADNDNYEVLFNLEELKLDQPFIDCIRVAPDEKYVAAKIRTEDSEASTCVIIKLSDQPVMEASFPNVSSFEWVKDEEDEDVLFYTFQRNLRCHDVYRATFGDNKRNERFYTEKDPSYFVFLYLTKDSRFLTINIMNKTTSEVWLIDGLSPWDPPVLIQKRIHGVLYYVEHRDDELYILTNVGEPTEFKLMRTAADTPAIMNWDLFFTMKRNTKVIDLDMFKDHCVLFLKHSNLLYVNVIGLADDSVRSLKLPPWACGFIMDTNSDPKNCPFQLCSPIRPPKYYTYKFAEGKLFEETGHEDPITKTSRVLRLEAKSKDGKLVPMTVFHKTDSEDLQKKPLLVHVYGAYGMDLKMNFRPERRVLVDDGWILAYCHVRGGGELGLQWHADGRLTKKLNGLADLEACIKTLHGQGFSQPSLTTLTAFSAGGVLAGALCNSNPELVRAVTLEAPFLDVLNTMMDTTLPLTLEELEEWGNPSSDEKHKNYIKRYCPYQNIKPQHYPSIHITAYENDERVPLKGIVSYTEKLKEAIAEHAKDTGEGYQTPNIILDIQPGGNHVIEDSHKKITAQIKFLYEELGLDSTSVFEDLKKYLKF
PAD4 FP inh: PAD4 (human) enzyme inhibition; Q9UM07; recombinant PAD4, RCA probe fluorescence polarization; inhibition, % at 6.36 µM; actives 0.41% (n = 330,000);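 active means percent inhibition above a cutoff equal to the mean of all tested compounds plus 3 SD, cut at about 15% in these data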;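 further: 0% = PAD4 with RCA probe and DMSO and 100% = probe without PAD4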
EBNA-1 inhibitor: blocks EBNA-1 binding to DNA | EBNA-1 DNA binding, fluorescence polarization | inhibition, % at 14.8 µM | actives 0.34% (n = 300,000); in the data active means inhibition above about 28%
ZTA counter: counter-screen for EBNA-1 inhibitors: inhibitors of Epstein-Barr virus ZTA. actives 0.15% (n = 320,000). ZTA-DNA binding, fluorescence polarization. inhibition, % at 11 µM. AID 2234; in the data active means inhibition above about 33%
Target sequence (P03206 whole entry, looked up): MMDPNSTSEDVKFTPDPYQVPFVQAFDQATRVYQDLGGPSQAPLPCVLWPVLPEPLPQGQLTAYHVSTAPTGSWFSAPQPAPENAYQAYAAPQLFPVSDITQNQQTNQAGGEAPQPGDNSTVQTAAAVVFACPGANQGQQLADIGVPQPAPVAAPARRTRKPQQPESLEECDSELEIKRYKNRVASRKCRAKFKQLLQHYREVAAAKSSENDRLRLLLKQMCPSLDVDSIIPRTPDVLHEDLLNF
GSTO1 counter: counter-screen for RBBP9 inhibitors: inhibitors of human GSTO1; actives 1.1% (n = 300,000); AID 1974; P78417; inhibition, % at 5.96 µM; recombinant GSTO1, activity-based probe fluorescence polarization;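 active means inhibition above the campaign mean inhibition plus 3 SD, cut at about 35% in these data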;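 further: 0% = GSTO1-1 with DMSO and 100% = wells lacking GSTO1-1 enzyme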
PAFAH1B3 FP inh: PAFAH1B3 (human) inhibition; inhibition, % at 3.39 µM; recombinant PAFAH1B3, FP-rhodamine probe, fluorescence polarization; Q15102; actives 0.28% (n = 340,000);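 active means inhibition above the screen-wide average of all tested compounds plus 3 SD, cut at about 25% in these data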;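 further: 0% = enzyme with DMSO only and 100% = wells lacking PAFAH1B3 protein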
LYPLA2 counter: blocks human lysophospholipase 2, a PME1 counter-screen; O95372; actives 0.38% (n = 320,000); AID 2177; recombinant LYPLA2, FP-Rh probe fluorescence polarization; inhibition, % at 5.9 µM;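 active means inhibition above the screen-wide mean plus 3 SD, limit set per campaign, cut at about 26% in these data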;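 further: 0% = LYPLA2 with DMSO and 100% = wells lacking LYPLA2 enzyme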
LYPLA1 counter: blocks human lysophospholipase 1, a PME1 counter-screen; O75608; recombinant LYPLA1, FP-Rh probe fluorescence polarization; inhibition, % at 5.9 µM; actives 0.16% (n = 320,000);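 active means inhibition above the mean of all tested compounds plus 3 SD, set per campaign, cut at about 14% in these data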;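 further: inhibitors block serine hydrolase probe labeling of LYPLA1 so polarization falls; 0% = enzyme with DMSO and 100% = wells lacking LYPLA1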
PAFAH2 FP inh: PAFAH2 (human) inhibition | inhibition, % at 3.39 µM | recombinant PAFAH2, FP-rhodamine activity probe, fluorescence polarization | Q99487 | actives 0.99% (n = 340,000);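 active means inhibition above the mean over all tested compounds plus 3 SD, cut at about 30% in these data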;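 further: inhibitors block probe labeling of enzyme so polarization drops; 0% = enzyme with DMSO and 100% = wells lacking PAFAH2 protein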
* = called active by the depositor; / = not tested or not shown. Not all compounds are listed; rates above refer to the full screens.

structure | PREPL inhibitor | PAD4 FP inh | EBNA-1 inhibitor | ZTA counter | GSTO1 counter | PAFAH1B3 FP inh | LYPLA2 counter | LYPLA1 counter | PAFAH2 FP inh
CCOC(=O)C(C)C1(O)c2ccccc2-c2ncccc21 (configuration not stated) | -7 | 1 | -1 | 7 | 3 | 4 | -6 | -3 | -2
CCCCC(=O)N1CCCC(c2nc3c(nnn3Cc3cc(C)ccc3C)c(=O)[nH]2)C1 (configuration not stated) | 6 | -4 | 15 | 13 | -5 | -8 | 5 | 2 | 0
COc1ccc(C(CNC(=O)c2cccc(S(=O)(=O)Nc3ccc(C)cc3)c2)N2CCOCC2)cc1 (configuration not stated) | -9 | 1 | 7 | 12 | 16 | -1 | -1 | -1 | -1
CC(C)CC(=O)NCc1ccc2[nH]c3c(c2c1)CCCC3 | 17 | -1 | 1 | -7 | -2 | 4 | 5 | 4 | 0
COc1cc(Nc2ncnc(N)n2)cc(OC)c1 | 0 | 4 | 7 | 1 | -1 | -1 | 4 | 3 | -2
O=C(O)C1CC(=O)N(c2ccc(OCc3ccccc3Cl)cc2)C1 (configuration not stated) | 14 | -2 | 14 | -2 | 8 | 7 | 1 | 3 | 4
COc1ccc2nc(Nc3nc(-c4cc5ccccc5oc4=O)cs3)sc2c1 | 3 | -7 | -11 | -5 | -4 | 6 | 4 | 1 | 1
O=c1[nH]cnc2ncc(-c3ccc(O)cc3)nc12 | -3 | 6 | 8 | -7 | -9 | 13 | -2 | 0 | 5
O=C(CCS(=O)(=O)Cc1ccccc1)NC1CCCCC1 | 14 | -3 | 9 | 9 | -2 | 8 | 6 | 2 | -9
CCN(CC)C(=O)Cn1cc(C(=O)C(=O)NCCCn2ccnc2)c2ccccc21 | 5 | -8 | -14 | 2 | -11 | 0 | -6 | 0 | 4
CN(C(=O)CSc1nnc(C(F)(F)F)n1N)C1CCS(=O)(=O)C1 (configuration not stated) | 4 | -1 | 1 | -5 | 6 | 2 | 8 | -1 | 0
COc1ccc(OC)c(NC(=O)COC(=O)CC2CCCCC2)c1 | -3 | -2 | / | / | / | 8 | / | / | 11
O=C1CCCN1CCCN1C(=O)N[C@@H](Cc2ccccc2)C1=O | -7 | -2 | 4 | 23 | -4 | 3 | -4 | -6 | 2
CCOC(=O)C(=O)Nc1ccccc1C(=O)Nc1ccc(OC)cc1 | 10 | -7 | 0 | -7 | 3 | 14 | -2 | 0 | -4
CCN(C(=O)COC(=O)Cn1cnc2c1c(=O)n(C)c(=O)n2C)C1CCS(=O)(=O)C1 (configuration not stated) | 13 | 2 | -9 | 2 | 8 | 8 | -8 | 2 | -5
CON/C=C(\C=Nc1ccccc1)c1ncc(C(F)(F)F)cc1Cl | 2 | 3 | 10 | -4 | 2 | -3 | 4 | 0 | 6
CCCCC(=O)Nc1ccc(C(=O)N(CC)c2ccccc2C)cc1 | -11 | 1 | -4 | -7 | -2 | -1 | 4 | 0 | 2
CC1=CC(C)(C)N(C)C(=O)N1c1ccc(Cl)cc1 | 0 | -5 | 7 | 14 | 3 | 12 | -9 | 0 | -2
Nc1[nH]n(-c2ccccc2)c(=O)c1N=Nc1ccc2c(c1)OCCO2 | 27 | 2 | 3 | 1 | 10 | 7 | 6 | 0 | 10
O=C(O)CSC(C(=O)Nc1ccc(C(F)(F)F)cc1)c1ccccc1 (configuration not stated) | 11 | 3 | -9 | -27 | 7 | 12 | -4 | 2 | -1
O=C1CCc2cc(S(=O)(=O)N3CCCC3C(=O)NC3CCCCCCC3)ccc2N1 (configuration not stated) | 9 | -2 | -4 | 12 | 7 | -3 | 0 | 0 | -2
CCOC(=O)C(CC)(CC)/C(C)=N/NC(=O)CC#N | 4 | -1 | -1 | -13 | -3 | 6 | -7 | -2 | 1
CC(C)OC(=O)C[N+](C)(C)CCN1C(=O)C2C(c3ccccc3)C=CC(c3ccccc3)C2C1=O (configuration not stated) | 23 | -2 | 6 | 0 | 1 | 3 | 0 | 0 | -7
COc1ccc(NC(=O)C(CC(C)C)NC(=O)C2CCCCC2)c(OC)c1 (configuration not stated) | 6 | 1 | 0 | -3 | 11 | 2 | 7 | -1 | -23
O=C(c1ccccc1)C1CCN(c2ncccc2[N+](=O)[O-])CC1 | -4 | -1 | -16 | -1 | 6 | 1 | 6 | -1 | 7

Arranged by molecular weight (low to high): 7 of the compounds above.
structure | PREPL inhibitor | PAD4 FP inh | EBNA-1 inhibitor | ZTA counter | GSTO1 counter | PAFAH1B3 FP inh | LYPLA2 counter | LYPLA1 counter | PAFAH2 FP inh
CC(C)CC(=O)NCc1ccc2[nH]c3c(c2c1)CCCC3 | 17 | -1 | 1 | -7 | -2 | 4 | 5 | 4 | 0
O=C1CCCN1CCCN1C(=O)N[C@@H](Cc2ccccc2)C1=O | -7 | -2 | 4 | 23 | -4 | 3 | -4 | -6 | 2
COc1ccc(OC)c(NC(=O)COC(=O)CC2CCCCC2)c1 | -3 | -2 | / | / | / | 8 | / | / | 11
CCOC(=O)C(=O)Nc1ccccc1C(=O)Nc1ccc(OC)cc1 | 10 | -7 | 0 | -7 | 3 | 14 | -2 | 0 | -4
O=C(O)CSC(C(=O)Nc1ccc(C(F)(F)F)cc1)c1ccccc1 (configuration not stated) | 11 | 3 | -9 | -27 | 7 | 12 | -4 | 2 | -1
CN(C(=O)CSc1nnc(C(F)(F)F)n1N)C1CCS(=O)(=O)C1 (configuration not stated) | 4 | -1 | 1 | -5 | 6 | 2 | 8 | -1 | 0
CCCCC(=O)N1CCCC(c2nc3c(nnn3Cc3cc(C)ccc3C)c(=O)[nH]2)C1 (configuration not stated) | 6 | -4 | 15 | 13 | -5 | -8 | 5 | 2 | 0

(more compounds)
structure | PREPL inhibitor | PAD4 FP inh | EBNA-1 inhibitor | ZTA counter | GSTO1 counter | PAFAH1B3 FP inh | LYPLA2 counter | LYPLA1 counter | PAFAH2 FP inh
O=C(N/N=C/c1cc([N+](=O)[O-])ccc1O)c1ccncc1 | -3 | -2 | 5 | 7 | 5 | 10 | -5 | 1 | 3
C/C(=N\Nc1nncc2ccccc12)c1ccc(C(C)(C)C)cc1 | 16 | -4 | -15 | -13 | 6 | 2 | 2 | 0 | 3
Cc1ccc(O)c(CNc2nc3ccccc3n2C(C)C)c1 | 10 | -3 | 1 | -16 | 2 | 6 | 4 | -1 | 9
O=C(CCCNS(=O)(=O)c1cccc2nsnc12)N1CCCCC1 | 4 | -4 | -14 | -17 | 7 | 0 | 2 | 2 | -12
COc1ccc(/C(C)=N/NC(=O)c2ccc(CSc3nncn3C)cc2)cc1 | -5 | -6 | -1 | 12 | 1 | 6 | 2 | 1 | -4
CCCCn1nc(NC(=O)CC(C)C)c2cc3cc(OC)ccc3nc21 | -7 | -2 | 11 | 1 | -1 | 11 | 5 | 1 | 3
NC(=O)[C@@H]1CCCNc2c(I)cc([N+](=O)[O-])cc2C(=O)N[C@@H](CCCN=C(N)N)C(=O)N[C@@H](CCCN=C(N)N)C(=O)N1 | 61* | 0 | -2 | -14 | 1 | / | 10 | 1 | /
Cc1ccc(OC(C)C(=O)Nc2cc(C)on2)cc1 (configuration not stated) | 6 | -3 | 0 | -8 | -2 | 5 | 3 | -1 | 12
Nc1nonc1NN=C1CCCCC1 | -11 | 0 | -4 | -3 | 12 | -1 | 3 | 0 | -2
O=C(CSc1nnc(-c2ccccn2)n1Cc1ccco1)c1ccc(Cl)cc1 | -15 | -3 | 7 | 12 | 35* | 0 | -2 | -3 | 5
CCN1C(=O)/C(=C2\SC(=S)N(CCCOC)C2=O)c2ccccc21 | -14 | 0 | 6 | 11 | 1 | 4 | 3 | 0 | 0
Cc1ccccc1-c1nc(Cc2ccccc2)no1 | -16 | 0 | -6 | 0 | -4 | 1 | -3 | 0 | -3
CCN1CCCC1CNC(=O)Cn1cnc2ccc(S(=O)(=O)N3CCC(C)CC3)cc2c1=O (configuration not stated) | 15 | 0 | -6 | -21 | 14 | 0 | 0 | 0 | -7
O=C(NNS(=O)(=O)c1ccccc1)c1cccc([N+](=O)[O-])c1 | -4 | 0 | -5 | 13 | 4 | 10 | 2 | 0 | 4
COc1ccc(C2CC(c3ccccc3)=NN2C(=O)COC(=O)/C=C/c2ccc(O)c(OC)c2)cc1 (configuration not stated) | -12 | 2 | 11 | 5 | -22 | 10 | -9 | -5 | -2
O=C(Nc1cc(Cl)ccc1Cl)c1cc(-c2ccco2)on1 | -1 | -1 | -6 | -2 | -7 | -13 | -10 | -7 | -18
O=C(NC(=S)Nc1ccc(N2CCOCC2)cc1)c1ccco1 | 4 | -3 | -1 | -1 | 2 | 3 | 13 | 2 | -4
COc1ccc(OC)c(NC(=O)CCNS(=O)(=O)c2cccs2)c1 | 11 | -4 | 1 | -5 | 3 | 9 | 0 | 2 | 3
S=C(NCc1ccccn1)Nc1cccc(Cl)c1 | -1 | -4 | 3 | -6 | -1 | 6 | 5 | -1 | 2
CC1(C)CCC[C@]2(C)[C@H]3Cc4cc(O)ccc4O[C@]3(C)CC[C@@H]12 | 2 | -4 | / | / | / | 8 | / | / | 14
CC(=O)Nc1ccc(-n2c(C)nc(=O)c(-c3ccccc3)c2C)cc1 | 1 | 3 | -6 | -14 | 5 | -6 | -2 | -6 | 0
Cc1nn(-c2ccc(F)cc2)c(C)c1/C=C/C(=O)N1CCNC(=O)C1 | 7 | 1 | 1 | -13 | 3 | -2 | 4 | 0 | 0
Cc1ccn2c(C(=O)CSc3ccccc3Cl)c(C)nc2c1 | -7 | -1 | -1 | -4 | 0 | 9 | 3 | 0 | 13
C=CCSc1nnc2c(n1)OC=Nc1ccccc1-2 | -1 | -4 | 4 | 2 | 1 | 1 | 5 | 6 | 5
CCOC(=O)C(C)Sc1nc(N2CCOCC2)c2c(c1C#N)CC(C)(C)OC2 (configuration not stated) | 21 | 3 | 5 | 5 | 16 | / | 0 | 1 | /
COc1cc(NS(=O)(=O)c2c(C)oc3c(F)c(F)c(F)c(F)c23)cc(OC)c1OC | 3 | -1 | 5 | 9 | 25 | 12 | -4 | -4 | 4
N#CCCN(C(=O)CN1c2cccc3cccc(c23)S1(=O)=O)c1ccccc1 | 10 | -1 | / | / | / | -6 | / | / | -2
Cc1ccc(C)c(S(=O)(=O)N2CCCOC2CNC(=O)C(=O)NCc2ccccc2)c1 (configuration not stated) | 1 | 1 | 3 | 2 | 4 | 0 | 8 | -2 | 5
O=C(/C=C/c1ccc(O)cc1)c1c(O)cc(O)cc1O | 0 | -6 | -6 | 2 | 13 | 3 | 11 | 1 | 10
O=[n+]1c2c(n([O-])c3cc(F)c(N4CCCC4)cc31)CCC2 | -5 | 9 | 6 | -18 | 7 | 3 | -13 | 0 | 0
N#C/C(=C\c1ccc(F)c(Br)c1)C(=O)NC1CC1 | 1 | 0 | 6 | 16 | 2 | 5 | -6 | 0 | 2
COc1ccc(/C=C(/NC(=O)c2ccco2)C(=O)N2CCc3ccccc32)cc1OC | 13 | 1 | -14 | -3 | 5 | 13 | 3 | 1 | 2
Cc1cc(C)c(S(=O)(=O)C(C)C)c(=O)[nH]1 | 8 | 3 | -6 | -9 | -2 | 5 | 9 | 3 | 0
CCOC(=O)c1ccc(Nc2nc(=O)c3cccnc3s2)cc1 | -1 | 0 | -2 | -13 | -9 | 9 | 2 | 3 | 2
CCOCCCNC(=O)C(c1ccccc1)N(Cc1cccs1)C(=O)CNC(=O)c1ccccc1 (configuration not stated) | -9 | -2 | 7 | 13 | -7 | -1 | -2 | 0 | -1

Screening data as filed in PubChem BioAssay.
